HTRA1 inh: HTRA1 serine protease inhibitors, primary screen, biochemical, fluorescence polarization, HTS. Q92743. recombinant HTRA1, FP-rhodamine activity-based probe. inhibition, % at 5.96 µM. hit rate 0.5% among 340,000; in the data active = inhibition above about 36%;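 also: 0% = enzyme with DMSO and 100% = wells lacking enzyme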
Target sequence (Q92743 whole entry, looked up): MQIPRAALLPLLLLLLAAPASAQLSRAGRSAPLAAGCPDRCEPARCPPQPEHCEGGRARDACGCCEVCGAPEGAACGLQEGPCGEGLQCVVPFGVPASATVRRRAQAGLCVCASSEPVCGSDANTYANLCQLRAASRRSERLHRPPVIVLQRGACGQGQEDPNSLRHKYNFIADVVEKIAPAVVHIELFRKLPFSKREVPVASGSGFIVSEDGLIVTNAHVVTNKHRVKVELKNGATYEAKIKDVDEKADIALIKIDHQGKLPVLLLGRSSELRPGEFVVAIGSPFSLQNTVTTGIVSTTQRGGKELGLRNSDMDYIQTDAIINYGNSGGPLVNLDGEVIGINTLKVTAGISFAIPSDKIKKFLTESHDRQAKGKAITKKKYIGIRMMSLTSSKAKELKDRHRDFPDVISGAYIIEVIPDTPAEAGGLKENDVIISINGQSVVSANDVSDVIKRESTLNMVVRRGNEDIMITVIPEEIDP
TCR CD3 inh: inhibitors of human TCR-CD3 interaction, primary screen, biochemical, fluorescence, TAMRA-labeled TCR probe; AID 651800, 2012; hit rate 0.37% among 360,000; inhibition, % at 9.4 µM; T-cell receptor (TCR); in the data active = inhibition above about 19%;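 also: recombinant mutant TCR 2C K166C tagged with TAMRA read by polarization; 0% = receptor in buffer alone and 100% = receptor with positive control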
PG9 Ab binder: binders of HIV-1 gp120 antibody PG9, primary screen, biochemical, TR-FRET; HIV-1 gp120 / PG9 antibody interaction; inhibition, % at 6.7 µM; AID 624416, 2012; TR-FRET gp120-PG9 antibody binding; hit rate 0.43% among 360,000; in the data active = inhibition above about 8.5%
LEDGF integ inh: blockers of LEDGF/p75-dependent integrase strand transfer – biochemical, TR-FRET, high throughput, primary screen; HIV-1 integrase (with human LEDGF/p75); TR-FRET IN-LEDGF/p75 DNA integration, Eu/Cy5; inhibition, % at 3.7 µM; hit rate 0.64% among 370,000; AID 743269, 2014;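 active = inhibition above the screen-wide mean plus 3 SD, cut at about 13% in these data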;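 also: signal is the Cy5 over europium emission ratio at 671 and 618 nm; 0% = plate median of compound wells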
TDP2 inh: human TDP2 enzyme inhibitors, primary screen, biochemical, epi absorbance, recombinant enzyme; hit rate 0.34% among 370,000; inhibition, % at 12.8 µM; AID 720702, 2013; Tyrosyl-DNA phosphodiesterase 2 (Homo sapiens), O95551; T5PNP hydrolysis, p-nitrophenol absorbance 415 nm;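 active = inhibition above the mean of all tested compounds plus 3 SD, set per campaign, cut at about 25% in these data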;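 also: 0% = DMSO with enzyme and 100% = buffer with substrate but no TDP2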
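Material: recombinant human TDP2; quantity: TDP2 enzyme at 120 nM final; medium: Tris-HCl pH 7.5 with MgCl2; compound: single concentration, 12.8 µM nominal, with 1% DMSO; incubation: 2 h enzyme incubation at 37 °C; signal: epi absorbance; measure: percent inhibition; benchmarks: high control without enzyme, low control DMSO plus TDP2; repeats: singlicate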
Tn7 DDE FP: inhibitors of Tn7 peptide binding to fibrin DD(E), primary screen, biochemical, fluorescence polarization, human fibrin, Tn7 probe; hit rate 0.13% among 370,000; inhibition, % at 8.3 µM; Fibrinogen beta chain (Homo sapiens), P02675; AID 720508, 2013; FP displacement of FITC-Tn7 peptide from fibrin DD(E); 0% = median of compound wells per plate;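 active = inhibition above the mean of compounds falling within the control limits plus 3 SD of them, cut at about 14% in these data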;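 also: 0% = plate median of compound wells and 100% = 10 µM Aha-Tn7 peptide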
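Also added: labelled Tn7 tracer, 0.1 µM; Assay system: human fibrin DD(E) protein; Amount: 2 µM fibrin DD(E); Schedule: 10 min compound pre-incubation, 3 h probe incubation at room temperature; Repeats: one replicate per compound; Read-out basis: percent inhibition; Measured by: fluorescence polarization of the labelled Tn7 tracer.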
SIAE primary: human SIAE inhibitors, primary screen, biochemical, fluorescence polarization, FP-Rh probe, 1536-well HTS; SIAE FP-Rh probe binding; inhibition, % at 9.66 µM; hit rate 0.69% among 370,000;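 active = inhibition above a cutoff: mean of compounds within the control limits plus 3 SD of those, cut at about 17% in these data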;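 also: 0% = plate median of compound wells and 100% = probe without SIAE protein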
mABHD4 FP: ABHD4 inhibitors, primary screen, biochemical, fluorescence polarization, mouse. inhibition, % at 8.92 µM. (Lyso)-N-acylphosphatidylethanolamine lipase (Mus musculus), Q8VD66. purified mABHD4, FP-Rh probe fluorescence polarization. hit rate 0.54% among 370,000;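 active = inhibition exceeding the mean over every tested compound plus 3 SD, cut at about 30% in these data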;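 also: 0% = plate median of compound wells and 100% = S159A mutant with DMSO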
Target sequence (Q8VD66 whole entry, looked up): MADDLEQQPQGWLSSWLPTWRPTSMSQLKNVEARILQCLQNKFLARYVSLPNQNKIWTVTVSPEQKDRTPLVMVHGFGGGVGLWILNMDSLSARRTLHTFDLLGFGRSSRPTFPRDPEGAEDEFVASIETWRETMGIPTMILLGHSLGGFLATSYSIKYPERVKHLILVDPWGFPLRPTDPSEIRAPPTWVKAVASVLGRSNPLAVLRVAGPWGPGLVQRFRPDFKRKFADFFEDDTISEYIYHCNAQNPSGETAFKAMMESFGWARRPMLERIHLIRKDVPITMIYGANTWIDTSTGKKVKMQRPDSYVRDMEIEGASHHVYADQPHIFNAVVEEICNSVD
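Assay system: wild-type mouse ABHD4 protein; compound: single nominal dose of 8.92 µM, 0.89% DMSO final; schedule: 45 min + 60 min at 25 °C; measured by: FP readout, ex 525 nm / em 598 nm; evaluation: % inhibition of FP-Rh probe binding versus controls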
UHRF1 binding: UHRF1 methylated DNA binding inhibitors, primary screen, counter-screen for MBD2 inhibitor project, biochemical, TR-FRET, human UHRF1, single concentration. UHRF1 binding to methylated oligo. AID 687016, 2013. hit rate 0.75% among 370,000. inhibition, % at 4.4 µM; in the data active = inhibition above about 21%;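 also: UHRF1 SRA domain binding a hemimethylated CpG hairpin DNA probe; 0% = median of test compound wells and 100% = reference inhibitor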
PRMT1 FP inh: PRMT1 methyltransferase inhibitors, primary screen, biochemical, fluorescence polarization; AID 652257, 2013; hit rate 1.3% among 370,000; Protein arginine N-methyltransferase 1 (Homo sapiens), Q99873; inhibition, % at 2.79 µM; recombinant PRMT1, activity-based probe fluorescence polarization;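 active = inhibition above about 21% made by adding two undisclosed values, limit read from the data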
The depositor's hits bear a star; x = no result given. This is a random part of the collection; about 4.2% have a hit in one of these screens.

(1) O=C1CSC(c2ccc([N+](=O)[O-])cc2)N1c1ccc(O)cc1 (centres undefined)
(2) CCOC(=O)[C@]12CCCC=C1N(Cc1ccc3c(c1)OCO3)C(=O)[C@H](CC(=O)N1CCN(C(=O)C3CC3)CC1)C2
(3) CCCCOC(=O)C1=C(C)Nc2ncnn2C1c1ccc(OC)c(OC)c1OC (centres undefined)
(4) c1csc(-c2nc(-c3ccncc3)no2)c1
(5) CCCNC(=O)c1cc(C2CCCCN2C(=O)OC)on1 (centres undefined)
(6) O=C(NCC(c1cccnc1)N1CCN(c2ccccc2)CC1)c1ccco1 (centres undefined)
(7) O=c1cc(NCCCO)c2ccccc2o1
(8) CC(=O)NCc1ccc(-c2csc(NC(=O)CCc3nc4ccccc4c(=O)[nH]3)n2)s1

compound no. | 1 | 2 | 3 | 4 | 5 | 6 | 7 | 8
HTRA1 inh | 1 | x | -6 | -1 | x | 6 | 15 | -7
TCR CD3 inh | -3 | 9 | -9 | 8 | -1 | 3 | 4 | 8
PG9 Ab binder | -0.7 | 1.4 | 1.3 | -2.2 | -0.5 | -1.1 | 0.4 | 0.8
LEDGF integ inh | -1 | 3 | 3 | -1 | 0 | 1 | 2 | -5
TDP2 inh | -16 | -5 | 0 | 3 | 6 | -1 | -8 | 5
Tn7 DDE FP | -6 | 3 | -2 | -3 | 4 | -6 | -4 | -1
SIAE primary | -3 | -1 | 4 | 1 | -3 | 7 | 0 | -4
mABHD4 FP | 4 | 5 | 2 | -4 | -2 | 3 | -6 | 8
UHRF1 binding | 1 | -2 | 0 | -4 | -2 | 1 | 2 | -5
PRMT1 FP inh | -2 | -3 | -2 | -1 | -2 | -1 | 2 | 9

(9) CC(=O)C1CCC2C3CC=C4CC(SC(=N)N)CCC4(C)C3CCC12C (centres undefined)
(10) Cc1cc(C)n(-c2nc(NC(C)C)nc(NC(C)C)n2)n1
(11) O=C(N/C(=C/c1ccccc1)C(=O)N1CCCCC1)c1ccccc1
(12) CC(C)CC(=O)N1CCN(S(=O)(=O)c2ccc(Cl)cc2)CC1
(13) C[C@H](NC(=O)NCc1cccs1)C(=O)O
(14) O=C(NCc1ccccc1)c1ccco1
(15) C=CCn1c(=O)c2ccccc2n2c(SCC(=O)NC)nnc12
(16) O=c1[nH]c(CSc2ncc(C(F)(F)F)cc2Cl)nc2ccccc12

compound no. | 9 | 10 | 11 | 12 | 13 | 14 | 15 | 16
HTRA1 inh | -28 | 1 | 3 | -2 | -1 | -5 | 8 | -12
TCR CD3 inh | 0 | 1 | -7 | 4 | 13 | -3 | 4 | 5
PG9 Ab binder | -0.7 | -2.1 | -1.6 | -1.6 | 1.6 | -0.8 | 0.1 | -2.4
LEDGF integ inh | 2 | 11 | -3 | 2 | -2 | -2 | -1 | 6
TDP2 inh | -1 | -5 | -5 | -2 | -4 | 11 | -2 | -12
Tn7 DDE FP | -4 | -10 | 4 | -3 | 1 | -1 | 11 | -3
SIAE primary | -6 | 4 | 0 | -4 | -12 | -1 | 5 | -13
mABHD4 FP | 46* | 1 | 4 | 4 | -4 | -3 | -5 | -2
UHRF1 binding | -3 | 1 | 4 | 1 | -5 | -2 | -3 | -1
PRMT1 FP inh | -2 | -4 | 0 | 2 | 1 | -2 | -4 | -11

(17) COC(=O)C1=CN(Cc2ccccc2)C=C(C(=O)OC)C1c1ccc(O)c(OC)c1
(18) Cc1noc(NS(=O)(=O)c2ccc(NC(=O)/C=C/c3ccccc3)cc2)c1C
(19) O=C(/C=C/c1ccc(Cl)cc1)Nc1nccs1
(20) Cc1noc(C)c1S(=O)(=O)Nc1ccc(C(=O)N2CCN(c3ccc(Cl)cc3)CC2)cc1
(21) CCOC(=O)c1cc2sccc2n1CC(=O)OC(C)C
(22) CC(NC(=O)COC(=O)CCNC(=O)c1ccco1)C12CC3CC(CC(C3)C1)C2 (centres undefined)
(23) C#CCNS(=O)(=O)c1ccc(F)cc1Br
(24) CCNC(=O)COC(=O)c1[nH]c(C)c(C(=O)OC)c1C

compound no. | 17 | 18 | 19 | 20 | 21 | 22 | 23 | 24
HTRA1 inh | -11 | -5 | -4 | -3 | 2 | -3 | 9 | 4
TCR CD3 inh | -7 | -3 | -1 | -6 | -4 | -7 | 5 | -2
PG9 Ab binder | 0.3 | 1.0 | -0.3 | -1.9 | -0.3 | 1.2 | 1.6 | -1.4
LEDGF integ inh | 3 | -3 | -7 | 3 | 1 | 0 | 0 | 4
TDP2 inh | 2 | -2 | -5 | 1 | 15 | -15 | -5 | 2
Tn7 DDE FP | -6 | 5 | -4 | 0 | 3 | 2 | -10 | 2
SIAE primary | 3 | -8 | -10 | 4 | -12 | -7 | 0 | 3
mABHD4 FP | 0 | -12 | -1 | -2 | 5 | -9 | -3 | -2
UHRF1 binding | -3 | 2 | 1 | -2 | -1 | 8 | -4 | -1
PRMT1 FP inh | -1 | 4 | 5 | 0 | -1 | 4 | -3 | -1

(25) COc1ccccc1C(=O)NCC(=O)Nc1ccccc1
(26) N#C/C(=C\c1cn(CCOc2ccccc2)c2ccccc12)C(=O)NCC1CCCO1 (centres undefined)
(27) C=CCN(CC=C)Cc1ccc(C(=O)OC)o1
(28) COc1ccc(C(=O)NC(=S)Nc2nnn(C)n2)cc1
(29) COc1ccc2[nH]c(=O)c(NC(N)=S)nc2c1
(30) CCCCCCN1C[C@H](n2cc(COC(=O)c3ccccc3)nn2)[C@@H](O)C[C@@H]1c1ccc(C)cc1
(31) O=C(c1ccoc1)N1CCCC(N2CCN(c3ccc(F)cc3)CC2)C1 (centres undefined)
(32) Cc1ccc(NCc2nnc(SCC(=O)Nc3ncc(C)s3)n2Cc2ccco2)c(C)c1

compound no. | 25 | 26 | 27 | 28 | 29 | 30 | 31 | 32
HTRA1 inh | -4 | -46 | 5 | 7 | 6 | -93 | 6 | 11
TCR CD3 inh | 4 | 2 | 10 | 4 | -5 | -5 | 3 | 3
PG9 Ab binder | 2.4 | -1.9 | -1.6 | -0.4 | -7.7 | -0.9 | -0.1 | 0.4
LEDGF integ inh | 1 | 2 | -4 | -2 | 2 | 0 | 1 | 1
TDP2 inh | -12 | -1 | -1 | -8 | -14 | -8 | -3 | 9
Tn7 DDE FP | -2 | -2 | -13 | -7 | 0 | 3 | 3 | 4
SIAE primary | -11 | -9 | 1 | 4 | 5 | -8 | 1 | 7
mABHD4 FP | 1 | -16 | -2 | 5 | 5 | -21 | 4 | -2
UHRF1 binding | 0 | 4 | 0 | -2 | -13 | 0 | 0 | -2
PRMT1 FP inh | -3 | -2 | 0 | 1 | 19 | 3 | -2 | 0

(33) CN(C)CCNC(=O)c1cc2c(s1)-c1ccc(Cl)cc1SC2
(34) Cc1cc(C)n(CCN(C)Cc2nc(Cc3ccccc3F)no2)n1
(35) Cc1ccc(C(=O)COC(=O)CNC(=O)c2cccs2)cc1C
(36) CCN(CC)S(=O)(=O)c1cccc(-n2c(O)c(C=Nc3ccccc3C(=O)O)c3ccccc3c2=O)c1
(37) Cc1cccc2cc(CN(CCN3CCOCC3)C(=O)NCc3ccccc3)c(=O)[nH]c12
(38) COC(=O)c1cccc(N2C(=O)c3cccnc3C2=O)c1
(39) Cc1cccc(OCC(=O)NCCNC(=O)c2cccnc2)c1
(40) COc1ccc(C(=O)c2c[nH]c(C(=O)NCc3cccs3)c2)cc1
(41) CN(C)C(CNC(=O)c1ccco1)c1cccs1 (centres undefined)

compound no. | 33 | 34 | 35 | 36 | 37 | 38 | 39 | 40 | 41
HTRA1 inh | -1 | 3 | 4 | -2 | 3 | -1 | -1 | 7 | 5
TCR CD3 inh | 2 | 3 | 5 | -2 | 1 | -4 | 0 | -2 | 1
PG9 Ab binder | -0.6 | 0.1 | -2.2 | 0.6 | 2.6 | 1.1 | -1.1 | -0.1 | 1.1
LEDGF integ inh | 2 | -1 | 2 | 1 | 0 | -1 | 5 | 3 | -3
TDP2 inh | 4 | 1 | 6 | 3 | 5 | 9 | -3 | -23 | -15
Tn7 DDE FP | 2 | 8 | -3 | -7 | 1 | 0 | -3 | -1 | 1
SIAE primary | 1 | -5 | 5 | -2 | -1 | 0 | -3 | -6 | -1
mABHD4 FP | 2 | 2 | -5 | 15 | -1 | 0 | -4 | -6 | 1
UHRF1 binding | -4 | 1 | -3 | -3 | 0 | 2 | -2 | 5 | -1
PRMT1 FP inh | 4 | 2 | 0 | -2 | 1 | 0 | -2 | -2 | 1

Structural class, the compounds so far containing a furan ring, fused or not
(6) O=C(NCC(c1cccnc1)N1CCN(c2ccccc2)CC1)c1ccco1 (centres undefined)
(14) O=C(NCc1ccccc1)c1ccco1
(22) CC(NC(=O)COC(=O)CCNC(=O)c1ccco1)C12CC3CC(CC(C3)C1)C2 (centres undefined)
(27) C=CCN(CC=C)Cc1ccc(C(=O)OC)o1
(31) O=C(c1ccoc1)N1CCCC(N2CCN(c3ccc(F)cc3)CC2)C1 (centres undefined)
(32) Cc1ccc(NCc2nnc(SCC(=O)Nc3ncc(C)s3)n2Cc2ccco2)c(C)c1
(41) CN(C)C(CNC(=O)c1ccco1)c1cccs1 (centres undefined)

compound no. | 6 | 14 | 22 | 27 | 31 | 32 | 41
HTRA1 inh | 6 | -5 | -3 | 5 | 6 | 11 | 5
TCR CD3 inh | 3 | -3 | -7 | 10 | 3 | 3 | 1
PG9 Ab binder | -1.1 | -0.8 | 1.2 | -1.6 | -0.1 | 0.4 | 1.1
LEDGF integ inh | 1 | -2 | 0 | -4 | 1 | 1 | -3
TDP2 inh | -1 | 11 | -15 | -1 | -3 | 9 | -15
Tn7 DDE FP | -6 | -1 | 2 | -13 | 3 | 4 | 1
SIAE primary | 7 | -1 | -7 | 1 | 1 | 7 | -1
mABHD4 FP | 3 | -3 | -9 | -2 | 4 | -2 | 1
UHRF1 binding | 1 | -2 | 8 | 0 | 0 | -2 | -1
PRMT1 FP inh | -1 | -2 | 4 | 0 | -2 | 0 | 1

High-throughput results: PubChem, The Scripps Research Institute Molecular Screening Center
